Pin1 inhibitor = inhibitors of human Pin1; Q13526; AID 504891; Potency, µM (series often up to 115 µM), for the others: at the top dose activity, negative = inhibition, actives largely listed as inhibitors; hit rate 0.009% among 390,000; Pin1 FP peptide displacement, HiFluor488, 10 min; active = well fitted inhibition curve with a large enough effect in the polarisation, with a control signal flat, not every such curve was filed as active; inconclusive = small, poorly fitted or top-dose-only effect, or effect the other way, or a change in a side signal; inactive = no such curve, though single readings can be large or run the other way; the % refers to the polarisation; note: potency is the fitted concentration of half-maximal effect; % is set by controls: 0 for no effect and ±100 for the full control effect
PGK inhibitor = blocks T. brucei phosphoglycerate kinase | Potency, µM (titrated, usually from 57.5 µM), without a hit: at the highest dose activity change, negative = inhibition, usual class: inhibitors | hit rate 0.043% among 380,000 | PGK/GAPDH coupled, Kinase-Glo luminescence, 60 min | AID 602233; note: potency is the fitted concentration of half-maximal effect; % is set by controls: 0 for no effect and ±100 for the full control effect; nearly all actives have a fitted effect of over 60% in size
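Recombinant glycosomal PGK reaction used 1,3-bisphosphoglycerate generated in-well by GAPDH (100nM final) in 100mM TEA pH 7.6, 5mM MgCl2, 0.01% Tween-20. After 60 minutes at room temperature, ATP was read by Kinase-Glo Plus luminescence end-point.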
USP1-UAF1 inh = inhibitors of human USP1/UAF1 deubiquitinase; O94782; recombinant USP1/UAF1, Ub-Rhodamine cleavage fluorescence; Potency, µM (series often up to 57.1 µM), for inactives: at the highest dose activity change, negative = inhibition, usual class: inhibitors; hit rate 0.23% among 390,000; AID 743255; note: potency is the fitted concentration of half-maximal effect; % is set by controls: 0 for no effect and ±100 for the full control effect; nearly all actives have a fitted effect of over 60% in size; inactives centre near -12
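1 nM enzyme complex + cpd, 15 min RT; start with Ub-Rho 150nM final; kinetic fluorescence ex 480/em 540, 6 reads q60 s. Buffer 50mM HEPES pH 7.8, 0.5mM EDTA, 0.1 mg/ml BSA, 1mM TCEP, 0.01% Tween-20.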
PI4K2A block = PI4K2A (human) kinase inhibition | AID 1346378 | activity change, negative = inhibition, % at 76.9 µM | hit rate 0.13% among 420,000 | purified PI4K2A, ADP-Glo luminescence, 1 h; stronger effect = lower value | Q9BTU6; in the data active = activity change below about -50%; inconclusive = mostly about -30% to -49%;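 note: -100% = wells without enzyme as full effect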
Target sequence (Q9BTU6 whole entry, looked up): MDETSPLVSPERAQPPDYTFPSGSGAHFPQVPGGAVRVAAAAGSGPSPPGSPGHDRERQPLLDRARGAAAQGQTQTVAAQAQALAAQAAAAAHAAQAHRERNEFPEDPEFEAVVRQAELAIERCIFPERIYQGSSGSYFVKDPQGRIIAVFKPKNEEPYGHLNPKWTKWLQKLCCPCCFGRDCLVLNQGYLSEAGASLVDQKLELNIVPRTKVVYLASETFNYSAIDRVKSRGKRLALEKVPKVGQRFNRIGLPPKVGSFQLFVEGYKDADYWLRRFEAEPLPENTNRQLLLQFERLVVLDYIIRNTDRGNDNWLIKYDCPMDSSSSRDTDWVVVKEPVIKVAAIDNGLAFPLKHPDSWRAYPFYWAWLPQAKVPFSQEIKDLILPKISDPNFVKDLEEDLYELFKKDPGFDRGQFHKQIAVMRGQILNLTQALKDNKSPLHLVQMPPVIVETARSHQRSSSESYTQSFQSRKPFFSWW
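PI4K2A activity was measured by ADP-Glo luminescence: enzyme (4 ug/mL stock) and phosphatidylinositol (1.2 mM stock) in Tris pH 7.5/MgCl2/EGTA/Triton X-100 buffer were reacted with ATP (300 microM stock) for one hour at ambient temperature.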
TrxR1 inh = blocks rat thioredoxin reductase 1; O89049; recombinant rTrxR1, NADPH fluorescence consumption, selenite substrate; Potency, µM (doses to about 114 µM), for the others: at the highest dose activity change, negative = inhibition, most hits filed as inhibitors; hit rate 1% among 390,000; AID 588453; note: potency is the fitted concentration of half-maximal effect; % is set by controls: 0 for no effect and ±100 for the full control effect; nearly all actives have a fitted effect of over 65% in size
Target sequence (O89049 whole entry, looked up): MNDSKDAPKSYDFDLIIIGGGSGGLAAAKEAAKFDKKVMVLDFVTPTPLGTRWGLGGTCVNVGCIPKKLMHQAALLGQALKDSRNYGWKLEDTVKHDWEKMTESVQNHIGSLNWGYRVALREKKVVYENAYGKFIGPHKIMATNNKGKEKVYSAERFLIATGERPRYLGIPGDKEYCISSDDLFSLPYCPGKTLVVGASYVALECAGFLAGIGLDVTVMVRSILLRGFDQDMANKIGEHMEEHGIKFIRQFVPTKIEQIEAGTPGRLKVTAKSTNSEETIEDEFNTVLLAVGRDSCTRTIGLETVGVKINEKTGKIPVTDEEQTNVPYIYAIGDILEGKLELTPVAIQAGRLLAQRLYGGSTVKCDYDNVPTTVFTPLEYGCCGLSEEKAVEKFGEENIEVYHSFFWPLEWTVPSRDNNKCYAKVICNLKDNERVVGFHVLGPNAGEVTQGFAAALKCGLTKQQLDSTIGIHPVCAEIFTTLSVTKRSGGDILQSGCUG
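Rat TrxR1 (90 nM in the dispensed reagent) was pre-reduced with 400 uM NADPH for 5 min at room temperature, then incubated with compound for 15 min. After 400 uM selenite was added, NADPH fluorescence (Ex 340/Em 450 nm) was followed for 8 min.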
IDH1 R132H inh = blocks human mutant IDH1 R132H enzyme; Potency, µM (top dose mostly 76.6 µM), for the others: top-dose activity change, negative = inhibition, most hits filed as inhibitors; O75874; IDH1-R132H enzyme, NADPH consumption, diaphorase/resazurin fluorescence; hit rate 0.093% among 390,000; note: potency is the fitted concentration of half-maximal effect; % is set by controls: 0 for no effect and ±100 for the full control effect; nearly all actives have a fitted effect of over 65% in size
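IDH1-R132H (0.5 ug/mL) preincubated 30 min with compound, then NADPH (0.016 mM) and alpha-KG (2 mM) added; 80 min at RT, pH 7.5. Remaining NADPH coupled via diaphorase/resazurin to fluorescence (540/590 nm); concentration-response curves normalized to no-enzyme control.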
GLS inh = blocks human kidney-isoform glutaminase activity; GLS enzymatic activity, qHTS titration; O94925; Potency, µM (doses to about 45.5 µM), for inactives: at the highest dose activity change, negative = inhibition, hits mostly inhibitors; AID 624170; hit rate 0.21% among 410,000; note: potency is the fitted concentration of half-maximal effect; % is set by controls: 0 for no effect and ±100 for the full control effect
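Enzyme dispensed in phosphate buffer (45 mM, pH 8.2, 0.02% Tween-20), compounds pinned in, then 1 mM L-glutamine solution and the glutamate oxidase–HRP–Amplex Red mix added; fluorescence read immediately and again after 30 min at room temperature.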
HP1b chromo inh = HP1-beta chromodomain-methylated histone interaction inhibition; Potency, µM (top dose mostly 114 µM), inactives show top-dose activity change, negative = inhibition, actives largely listed as inhibitors; hit rate 0.56% among 390,000; AlphaScreen HP1-beta / biotin-H3K9me3 peptide binding; note: potency is the fitted concentration of half-maximal effect; nearly all actives have a fitted effect of over 70% in size; inactives centre near 23
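HP1-beta protein (50 nM final) preincubated 30 min at room temperature with biotinylated H3(1-18)K9me3 peptide (50 nM) in PBS pH 7.4, 0.01% Tween-20, then compound added for 30 min. AlphaScreen streptavidin donor/nickel chelate acceptor beads (10 ug/mL final), 30 min dark, luminescence read.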
TrxR1 substrate = is turned over as a substrate by rat TrxR1; purified TrxR1 substrate turnover, NADPH consumption readout; Potency, µM (titrated, usually from 114 µM), inactives show at the highest dose activity change, negative = substrate turnover; hit rate 0.01% among 390,000; O89049; AID 588456; note: potency is the fitted concentration of half-maximal effect; % is set by controls: 0 for no effect and ±100 for the full control effect; nearly all actives have a fitted effect of over 50% in size
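Rat TrxR1, dispensed at 90 nM, was prereduced with 400 uM NADPH (final) for 5 min at ~22 deg C, then incubated with compound 15 min before 400 uM selenite. A first-read NADPH fluorescence drop versus no-compound background flagged substrates.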
The depositor's hits bear a star; & = joins results of further samples; [ ] = dose if it differs, or a comment. Unless noted, calls come from the whole dose curve; as a rule, active = well fitted curve in the direction sought with a large enough effect; inconclusive = small, poorly fitted or top-dose-only effect, or another doubt; inactive = no such curve, though single readings can be large; an effect the other way counts as inactive or inconclusive.

Screening Cc1cccc(NC(=S)N2CCC(C(N)=O)(N3CCCCC3)CC2)c1C returned Pin1 inhibitor 1%, PGK inhibitor -8%, USP1-UAF1 inh 0%, PI4K2A block -1, TrxR1 inh -9%, IDH1 R132H inh -1%, GLS inh -2%, HP1b chromo inh 29% and TrxR1 substrate -4%.
CSc1ccc2c(c1)C(N1CCN(C)CC1)Cc1ccccc1S2 (centres undefined) was read as Pin1 inhibitor inconclusive, PGK inhibitor -2%&1%, USP1-UAF1 inh -18%&-29%, PI4K2A block 0&4&0&0, TrxR1 inh 2%[57.1 µM], IDH1 R132H inh 6%&-7%, GLS inh 9%&-7%&3%, HP1b chromo inh -33%&-9% and TrxR1 substrate -1%[57.1 µM].
COc1ccccc1C(=O)NCC(=O)NCC1(N2CCCCC2)CCCCC1 was read as Pin1 inhibitor -9%, PGK inhibitor -3%, USP1-UAF1 inh -4%, PI4K2A block -4, TrxR1 inh 14%, IDH1 R132H inh 0%, GLS inh 12%, HP1b chromo inh 9% and TrxR1 substrate -1%.
`CCOc1ccc(N=c2oc3cc(O)ccc3cc2C(=O)NCC2CCCO2)cc1` (centres undefined) gave Pin1 inhibitor -3%, PGK inhibitor -1%, USP1-UAF1 inh -12%, PI4K2A block 12, TrxR1 inh 24%[57.1 µM], IDH1 R132H inh -5%, GLS inh -5%, HP1b chromo inh 5% and TrxR1 substrate 36%[activator][57.1 µM].
`Cn1nnnc1SCC(=O)Nc1nc2c(s1)CCCC2` gave Pin1 inhibitor -7%, PGK inhibitor inactive, USP1-UAF1 inh 6%, PI4K2A block 3, TrxR1 inh 13%, IDH1 R132H inh 2%, GLS inh 14%, HP1b chromo inh 18% and TrxR1 substrate 4%.
`CC1SC(=S)N(c2ccc(N(C)C)cc2)C1=O` (centres undefined) gave Pin1 inhibitor -12%, PGK inhibitor -10%, USP1-UAF1 inh -22%, PI4K2A block 3, TrxR1 inh 12%, IDH1 R132H inh 0%, GLS inh 30%[activator], HP1b chromo inh 4% and TrxR1 substrate 3%.
Screening COC(=O)c1cccc(Nc2nc3ccccc3nc2C)c1 returned Pin1 inhibitor 0%, PGK inhibitor inactive, USP1-UAF1 inh -4%, PI4K2A block 16, TrxR1 inh -9%, IDH1 R132H inh 0%, GLS inh 9%, HP1b chromo inh 94%[activator] and TrxR1 substrate -2%.
`C=CCn1c(SCc2cc([N+](=O)[O-])cc3c2OCOC3)nc2cc(C(=O)O)ccc2c1=O` gave Pin1 inhibitor -1%, PGK inhibitor inactive, USP1-UAF1 inh -12%, PI4K2A block -4, TrxR1 inh 1%, IDH1 R132H inh -2%, GLS inh 13%, HP1b chromo inh 27% and TrxR1 substrate -5%.
`C(=C\c1sc(Nc2ccccc2)n[n+]1-c1ccccc1)/c1ccccc1` gave Pin1 inhibitor 10%, PGK inhibitor inactive, USP1-UAF1 inh -18%, PI4K2A block -5, TrxR1 inh inconclusive, IDH1 R132H inh -7%, GLS inh -5%, HP1b chromo inh inconclusive and TrxR1 substrate -9%.
Screening O=C(/C=C/c1cccs1)NNC(=O)c1ccccc1 returned Pin1 inhibitor -13%, PGK inhibitor inactive, USP1-UAF1 inh -20%, PI4K2A block -4, TrxR1 inh 18%, IDH1 R132H inh 5%, GLS inh 29%, HP1b chromo inh 57%[activator] and TrxR1 substrate -1%.
Cc1ccc(S(=O)(=O)N(C)C)cc1NC(=O)[C@H](Cc1ccccc1)N1C(=O)c2ccccc2C1=O was read as Pin1 inhibitor 23%, PGK inhibitor -8%, USP1-UAF1 inh -2%, PI4K2A block -2, TrxR1 inh 3%, IDH1 R132H inh 6%, GLS inh 5%, HP1b chromo inh 2% and TrxR1 substrate 0%.
Screening O=C(Nc1ccccc1[N+](=O)[O-])c1cccnc1Cl returned Pin1 inhibitor -9%, PGK inhibitor -7%, USP1-UAF1 inh -15%, PI4K2A block -1, TrxR1 inh 2%, IDH1 R132H inh 2%, GLS inh 14%, HP1b chromo inh 22% and TrxR1 substrate 3%.
Screening O=C(OCC(=O)N1CCCC1)c1c(Cl)ccc(Cl)c1Cl returned Pin1 inhibitor -4%, PGK inhibitor 15%, USP1-UAF1 inh -5%, PI4K2A block 6, TrxR1 inh 11%, IDH1 R132H inh 10%, GLS inh 2%, HP1b chromo inh 4% and TrxR1 substrate 4%.
For CC(C)CC(=O)NC(=S)N1CCCCCC1 the results were Pin1 inhibitor 4%, PGK inhibitor 0%, USP1-UAF1 inh 10%, PI4K2A block -1, TrxR1 inh -15%, IDH1 R132H inh 6%, GLS inh 11%, HP1b chromo inh 44%[activator] and TrxR1 substrate -10%.
`c1nc(NCc2ccc3c(c2)OCO3)c2[nH]cnc2n1` gave Pin1 inhibitor -19%&-2%, TrxR1 inh 14%&12%, HP1b chromo inh 34%&54% and TrxR1 substrate 1%&6%.
Nc1nonc1-c1nc2ccccc2n1CC(=O)Nc1ccccc1 was read as Pin1 inhibitor 18%, PGK inhibitor -3%, USP1-UAF1 inh -2%, PI4K2A block 4, TrxR1 inh 14%, IDH1 R132H inh -3%, GLS inh 0%, HP1b chromo inh 14% and TrxR1 substrate -4%.
COc1ccc(-c2cc(=O)oc3c(C)c(OC(=O)c4cccs4)ccc23)cc1 was read as Pin1 inhibitor -1%, PGK inhibitor 8%, USP1-UAF1 inh -9%, PI4K2A block 0, TrxR1 inh 10%, IDH1 R132H inh -12%, GLS inh -1%, HP1b chromo inh 41%[activator] and TrxR1 substrate 3%.
`Cc1cccc(OCC(=O)Nc2ccncc2)c1C` gave Pin1 inhibitor 1%, PGK inhibitor -5%, USP1-UAF1 inh -21%, PI4K2A block 7, TrxR1 inh 6%[57.1 µM], IDH1 R132H inh -2%, GLS inh 3%, HP1b chromo inh 20% and TrxR1 substrate -6%.
Screening N#C/C(=N\Nc1cccc(F)c1)C(=O)C1CC1 returned Pin1 inhibitor 1%, PGK inhibitor -1%, USP1-UAF1 inh -3%, PI4K2A block 1, TrxR1 inh -4%, IDH1 R132H inh inconclusive, GLS inh -2%, HP1b chromo inh 7% and TrxR1 substrate -9%.
For COc1ccc(CNC(=O)C(=O)NCC(c2cccnc2)N2CCN(c3ccccc3F)CC2)cc1 (centres undefined) the results were Pin1 inhibitor -13%, PGK inhibitor inactive, USP1-UAF1 inh 1%, PI4K2A block 0, TrxR1 inh 3%, IDH1 R132H inh 0%, GLS inh -3%, HP1b chromo inh 18% and TrxR1 substrate -1%.
Screening CCOC(=O)CSc1c(-c2cccs2)[nH]c2ccccc12 returned Pin1 inhibitor -9%, PGK inhibitor 0%, USP1-UAF1 inh inconclusive, PI4K2A block 6, TrxR1 inh 22%[57.1 µM], IDH1 R132H inh 11%, GLS inh -22%, HP1b chromo inh 27% and TrxR1 substrate -19%[57.1 µM].
Cc1cc([N+](=O)[O-])nn1CCCC(=O)O was read as Pin1 inhibitor inconclusive, PGK inhibitor -4%, USP1-UAF1 inh -18%, PI4K2A block 2, TrxR1 inh 27%, IDH1 R132H inh -2%, GLS inh -4%, HP1b chromo inh 22% and TrxR1 substrate 2%.
For COC1CCCN(Cc2c(C(=O)N3CCc4ccccc4C3)nc3ccc(Cl)cn23)C1 (centres undefined) the results were Pin1 inhibitor -11%, PGK inhibitor 0%, USP1-UAF1 inh -13%, PI4K2A block -1, TrxR1 inh inconclusive, IDH1 R132H inh 0%, GLS inh 6%, HP1b chromo inh 2% and TrxR1 substrate -12%.
`CCOCCCNS(=O)(=O)c1ccc(NC(=O)CN2C(=O)c3ccccc3C2=O)cc1` gave Pin1 inhibitor 0%, PGK inhibitor inactive, USP1-UAF1 inh -10%, PI4K2A block -1, TrxR1 inh 20%, IDH1 R132H inh -2%, GLS inh 6%, HP1b chromo inh -23% and TrxR1 substrate 5%.
For COc1ccc(CCNC(=O)C(C)SCC(=O)Nc2ccc(F)cc2)cc1 (centres undefined) the results were Pin1 inhibitor -2%, PGK inhibitor -3%, USP1-UAF1 inh -10%, PI4K2A block -4, TrxR1 inh 16%, IDH1 R132H inh -2%, GLS inh -13%, HP1b chromo inh 23% and TrxR1 substrate 3%.
COc1ccc2c(c1)OC(O)(C(F)(F)C(F)F)CC2=O (centres undefined) was read as Pin1 inhibitor 2%, PGK inhibitor 0%, USP1-UAF1 inh -9%, PI4K2A block -1, TrxR1 inh 2%, IDH1 R132H inh -4%, GLS inh 39%[activator], HP1b chromo inh 17% and TrxR1 substrate 5%.
Screening CN(C)S(=O)(=O)c1ccc(C(=O)NCCS(=O)(=O)N2CCN(c3ccc(F)cc3)CC2)cc1 returned Pin1 inhibitor -1%, PGK inhibitor -2%, USP1-UAF1 inh -13%, PI4K2A block 3, TrxR1 inh 6%, IDH1 R132H inh -1%, GLS inh -12%, HP1b chromo inh 32% and TrxR1 substrate -5%.
`Cc1ccccc1NC(=O)Cc1nc(COC(=O)Cc2cccc(C(F)(F)F)c2)cs1` gave PGK inhibitor 5%, USP1-UAF1 inh -28%, PI4K2A block -2, IDH1 R132H inh 3% and GLS inh 1%.
Cc1ccc(CONC(=O)c2ccccc2Cl)cc1 was read as Pin1 inhibitor -7%, PGK inhibitor -3%, USP1-UAF1 inh 2%, PI4K2A block 2, TrxR1 inh -6%, IDH1 R132H inh -2%, GLS inh 14%, HP1b chromo inh 20% and TrxR1 substrate -12%.

Assay outcomes deposited in PubChem by National Center for Advancing Translational Sciences (NCATS).

An excerpt; count on the stated rates, not on these rows.
